Screening results deposited in PubChem BioAssay by several laboratories.
Ins promoter up: MIN6 insulin promoter up-regulation. MIN6 insulin promoter-GFP reporter, high-content imaging; stronger effect = higher value. z-score at 5 µM. 0.3% of 190,000 active;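 active = z-score above 3 at 5 µM with at least 500 cells counted in the well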
P. falciparum M1AAP: P. falciparum M1AAP inhibitors, biochemical, fluorogenic H-Leu-NHMec substrate, 1536-well (AID 1445); recombinant M1AAP, H-Leu-NHMec fluorogenic kinetic assay; higher % means a stronger effect; inhibition, % at 30 µM; hits with a dose series show IC50 in µM; 0.42% of 220,000 active;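 active = primary inhibition above the hit cutoff, then over 50% inhibition at one or more dose response concentrations, cut at about 23% in these data, passing the limit was not always enough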;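 also: plate controls were DMSO full reaction for no effect and no enzyme background for full effect; strong numbers were not always called active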
Autophagy HCS: autophagy modulation, high-content screen; 0.98% of 190,000 active; calls only at 10 µM (by protocol); MEF GFP-LC3 puncta imaging; test concentration mostly 10 µM; AID 463193;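 active = percentage of spot-positive cells more than 3 SD above its plate mean, without a fluorescence outlier flag or 80% toxicity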;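 also: spot-positive cell cutoff set from DMSO-treated cells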
MT stabilize HCS: microtubule stabilizers in HeLa cells | AID 2205 | % tubulin-high responders, % at 10 µM | 0.83% of 200,000 active | HeLa tubulin immunostaining HCS, 24 h; share of cells brighter than vehicle mean+2SD;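 active = plate Z-score above 3 for both tubulin-high and condensed-nucleus cell shares, with cell loss under 80%, at 10 µM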;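 also: anti alpha tubulin signal scored within the nucleus-defined area of each cell; some results filed as inactive read as strong as hits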
Dynein transport: dynein cargo transport inhibition; 3617.4 mouse cells, GR-EGFP nuclear translocation imaging; test concentration mostly 20 µM; stimulated with dexamethasone, 1 µM; stronger effect = lower value; z-score, hits read low; 0.47% of 220,000 active;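 active = plate z-score of nuclear minus cytoplasmic receptor signal below a set negative limit, without overly bright fluorescence or cell loss, cut at about -3.5 in these data, passing the limit was not always enough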;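 also: z-score of nuclear minus cytoplasmic ring GR-EGFP intensity difference per well; some compounds called inactive have numbers as strong as hits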
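Buffer or medium: tet-free medium with charcoal-stripped serum / Also added: dexamethasone agonist, 1.0 µM final, for 30 min / Timing: induction 48 h, compound 1 h, agonist 30 min / Measured by: high-content fluorescence imaging after fixation / Read-out: nuclear-to-cytoplasmic GR-EGFP distribution per well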
CSM14.1 death rescue: protection against thapsigargin-triggered cell killing – 384-well, CSM14.1, ATP luminescence, primary screen (AID 1222); cellular ATP content (survival), % at 20 µM, or EC50 in µM where a hit was titrated; 190,000 tested, under 10 active; CSM14.1 thapsigargin-induced death rescue, ATP luminescence; higher % means a stronger effect;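 active = EC50 below 50 µM in the dose-response confirmation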;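 also: death triggered by thapsigargin at about 15 µM added after 2 h compound pretreatment; cell ATP read after overnight thapsigargin exposure of roughly 18 to 22 hours; normalized against plate controls of thapsigargin alone and 5% DMSO vehicle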
bCat nuc transl: beta-catenin nuclear translocation modulation. HeLa beta-catenin nuclear translocation, immunofluorescence imaging. nuclear translocation activity, % at 5 µM. 0.3% of 190,000 active;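 active = nuclear translocation activity above 50% at 5 µM, with a well cell count of 50 or more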;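 also: per-cell ratio of nuclear to cytoplasmic median beta-catenin stain intensity; plate controls were DMSO negative control for no effect and GSK-3 inhibitor IX positive control for full effect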
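Test system: human HeLa cells, native beta-catenin. Compound dosing: 5 µM primary single dose, 0.1% DMSO, 0.02–20 µM confirmation series. Incubation: compound exposure 24 h at 37°C. Detection: beta-catenin immunostaining with DAPI counterstain, 20x imaging, 6 fields/well. Read-out basis: Nuclear/cytoplasmic beta-catenin signal ratio, % activation.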
M17LAP inhibition: P. falciparum M17LAP inhibitors, primary screen, biochemical, fluorogenic H-Leu-NHMec substrate, 1536-well (AID 1619). 0.38% of 220,000 active. inhibition, % at 30 µM; hits with a dose series show IC50 in µM. recombinant M17LAP, H-Leu-NHMec fluorogenic kinetic assay; higher % means a stronger effect;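 active = compound inhibiting the enzyme by more than half at any dose during confirmatory dose-response retesting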;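 also: plate controls were full reaction with DMSO carrier for no effect and no enzyme background for full effect; strong numbers were not always called active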
K1F lysis inhibition: protection from phage-mediated lysis, alamar blue read-out – E. coli UTI89, K1F phage, bacterial capsule biogenesis inhibitors (AID 488966); E. coli UTI89 K1F phage lysis, alamar blue, 2 h; higher % means a stronger effect; inhibition, % at 100 µM, or IC50 in µM where a hit was titrated; 0.02% of 340,000 active;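 active = phage lysis inhibition, versus mean bacterial control, above a set limit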;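 also: capsule biogenesis inhibitors block K1F phage lysis so surviving cells raise fluorescence; higher fluorescence means more inhibition of phage lysis; actives were called in the ten point dose series up to 300 µM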
Dynein transport cytoplasmic EGFP: also measured in Dynein transport; calls as there; z-score; measured here: cytoplasmic GR-EGFP intensity; stronger effect = higher value
Dynein transport nuclear GR-EGFP: further read-out of Dynein transport, marked with its call; z-score; measured here: nuclear GR-EGFP intensity;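 lower value marks the stronger effect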
Dynein transport cell count: recorded beside Dynein transport, whose call it bears; z-score; measured here: cell count per field
Ins promoter up cell count: also measured in Ins promoter up; calls as there; cell count; measured here: cytotoxicity, nuclei count;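 total cells summed across four imaged fields per well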
bCat nuc transl cell count 5 µM: second read-out of bCat nuc transl, no call of its own (marks repeat the call); cell count; measured here: cell count, cytotoxicity flag
MT stabilize HCS Hoechst-high %: further read-out of MT stabilize HCS, marked with its call; % Hoechst-high responders; measured here: nuclear condensation Hoechst responders;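 share of cells brighter than vehicle mean plus two SD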
MT stabilize HCS cytotoxicity %: also measured in MT stabilize HCS; calls as there; toxicity, %; measured here: cytotoxicity by cell density;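 0% = mean cell density of plate MIN control wells and 100% = no cells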
Autophagy HCS cell loss 18 h: recorded beside Autophagy HCS, whose call it bears; toxicity, %; measured here: cell loss, nuclei count;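 cell loss after 18 h compound exposure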
Starred values were filed as active, the others as inactive; i = inactive; x = not tested or not shown; [ ] = another dose, or the depositor's remark. Hits appear at their usual frequency; about 2.9% have a hit in one of these screens.

SMILES	Ins promoter up	Ins promoter up cell count	P. falciparum M1AAP	Autophagy HCS	Autophagy HCS cell loss 18 h	MT stabilize HCS	MT stabilize HCS Hoechst-high %	MT stabilize HCS cytotoxicity %	Dynein transport	Dynein transport cytoplasmic EGFP	Dynein transport nuclear GR-EGFP	Dynein transport cell count	CSM14.1 death rescue	bCat nuc transl	bCat nuc transl cell count 5 µM	M17LAP inhibition	K1F lysis inhibition
COCCNC(=S)N/N=C(\C)c1ccc(OC(F)F)cc1	0.72	1136	8%	x	x	x	x	x	0.32	-0.17	1	-1.2	x	-0.4	1317	2%	-0.4%
COc1ccc(NC(=O)C(=O)NCCCO)cc1Cl	-0.16	1099	-1%	i	1	4.0	2.5	8.7	-0.015	0.009	-0.043	0.48	-0.3%	-0.8	1094	0%	-0.1%
COc1ccccc1N(C)S(=O)(=O)c1ccc(C(=O)OCC(=O)N(C(C)C)C(C)C)cc1	-0.02	1272	1%	i	25	3.9	2.6	7.3	0.086	0.65	-0.32	0.45	0.0%	-0.2	1074	1%	0.2%
NC1=NC(=O)/C(=C\c2cccnc2)S1	0.63	1265	3%	i	-1	3.7	2.8	3.5	-0.28	-0.19	0.2	0.07	2.4%	-4.0	1134	-6%	1.5%
Cc1ccc(-n2nnnc2SCC(=O)NNC(=O)c2ccco2)c(C)c1	-0.24	1635	-3%	i	1	1.4	1.5	7.1	0.18	-0.21	-0.18	-0.099	-1.7%	-1.0	1391	20%	-0.1%
CCCC(CCC)C(=O)Nc1c[nH]c(=O)[nH]c1=O	-0.03	918	6%	i	3	2.7	2.3	1.6	-1.6	-0.22	-0.62	1.7	-0.3%	x	x	7%	0.0%
O=C(/C=C/c1cccs1)c1cc(Cl)ccc1OC(=O)N1CCOCC1	-0.28	1708	8%	i	21	7.8	3.2	3.6	-4.7*	0.34*	-2.1*	0.86*	-1.2%	1.7	1024	13%	0.3%
COc1ccccc1CNC(=O)C/C(C)=N/NC(=O)Cc1ccc(OC)c(OC)c1	-0.15	1275	-1%	i	20	3.1	1.7	3.9	0.2	-0.21	0.83	0.29	0.5%	2.2	569	12%	3.1%
COc1ccc(C(=O)NCC(=O)OCc2ccc(F)cc2)cc1	-0.04	1563	0%	i	-14	1.7	1.1	1.4	-0.052	0.075	0.075	0.48	-1.0%	-1.0	1036	7%	-0.1%
CC(C)[C@H](NC(=O)NCCc1ccc(F)cc1)C(=O)O	0.07	907	-1%	i	-8	1.9	2.0	4.6	-0.7	-0.19	-0.31	0.57	-0.2%	1.0	1181	10%	0.5%
Cc1ccc(NC(=O)CCC(=O)NNC(=O)NC2CCCCC2)c(C)c1	0.17	1475	7%	i	7	1.8	1.2	9.2	0.8	-0.021	0.85	-0.77	-0.1%	1.1	1497	2%	0.2%
C=CCN(c1cccc(C(F)(F)F)c1)S(=O)(=O)c1cccc(C(=O)OCC(=O)NC(N)=O)c1	-0.27	1291	7%	i	-1	2.3	2.4	6.5	0.3	-0.31	-0.089	0.079	-0.4%	0.4	887	-11%	0.1%
CCOC(=O)N1CCC2(O)CCCCC2C1c1ccc(F)cc1 (stereo unspecified)	0.06	1232	-3%	i	0	3.1	1.9	0.8	-0.072	-0.2	-0.78	1.7	-3.5%	x	x	10%	7.9%
O=C1C2C3c4ccccc4C(c4ccccc43)C2C(=O)N1/N=C/c1cccc(O)c1 (stereo unspecified)	0.25	1501	0%	i	3	1.4	1.5	9.4	1	-0.13	0.33	-0.17	-0.8%	0.4	1368	16%	0.4%
Cc1ccc(S(=O)(=O)N2CCN(CC(=O)NC3CCCc4ccccc43)CC2)c(C)c1 (stereo unspecified)	0.64	798	0%	i	37	2.9	1.6	5.9	-0.85	0.33	-0.21	0.84	0.1%	-6.1	1185	5%	0.0%
CN1CCN(CC(=O)N2c3ccccc3C(C)(c3ccc(Cl)cc3)CC2(C)C)CC1 (stereo unspecified)	-1.9	862	-2%	i	-8	2.0	1.3	11	-0.079	0.016	-0.24	0.14	0.1%	x	x	10%	0.0%
CC1CN(C(=O)c2ccc(Oc3ccccc3)cc2)CC(C)O1 (stereo unspecified)	-0.21	1379	1%	i	-8	3.8	2.7	7.8	0.34	-0.11	0.22	-0.36	-10%	-2.6	1146	1%	-0.2%
Cc1ccccc1NC(=O)CSc1[nH]c(=O)cc(C)c1C#N	0.19	1827	10%	i	10	3.2	2.4	6.9	-0.68	-0.22	-0.4	0.22	-1.4%	-1.0	1050	11µM*	0.0%
O=[N+]([O-])c1ccc(-c2cnc(SC(c3ccccc3)c3ccccc3)[nH]2)cc1	-1	1310	12%	i	28	4.7	0.8	16	0.53	0.16	0.26	-0.92	1.1%	0.0	1106	-8%	-1.6%[50 µM]
COCc1nnc(NC(=O)CCCOc2ccccc2)s1	0.72	1112	-3%	i	-4	2.7	2.5	2.4	-0.12	0.25	0.075	0.57	x	-1.2	1013	-11%	0.2%
O=C(CNc1ccccc1)NN=C1CCCC1	0.87	1376	4%	i	-7	2.0	2.8	4.8	-0.76	-0.16	-1	0.37	-1.5%	-0.3	1021	17%	0.6%
Cc1cc(C)nc(SCC(=O)Nc2sc3c(c2C#N)CCC(C)C3)n1 (stereo unspecified)	x	x	x	i	16	2.8	1.5	2.0	-0.52	-0.26	-0.71	1.2	x	x	x	x	0.7%
Cn1c(=O)[nH]c(=O)c2c1nc(N1CCOCC1)n2CCSc1nnnn1-c1ccccc1	0.55	1018	2%	x	x	x	x	x	1	-0.23	1	0.03	x	0.2	1362	0%	0.1%[50 µM]
Cc1ccc(CNC(=O)CN2CCCC(C)C2)cc1 (stereo unspecified)	0.48	881	-1%	i	-27	1.6	0.8	5.6	-0.44	-0.23	-0.074	0.96	-0.9%	x	x	9%	-0.3%
CC(=O)N(C)c1ccc(NC(=S)Nc2ccc(C(C)C)cc2)cc1	0.62	1501	3%	i	-14	1.5	1.2	12	-0.53	-0.19	-0.18	0.82	-1.6%	-6.2	1135	7%	0.3%

The closing 2 compounds of the section before are carried over, then new ones follow.
SMILES	Ins promoter up	Ins promoter up cell count	P. falciparum M1AAP	Autophagy HCS	Autophagy HCS cell loss 18 h	MT stabilize HCS	MT stabilize HCS Hoechst-high %	MT stabilize HCS cytotoxicity %	Dynein transport	Dynein transport cytoplasmic EGFP	Dynein transport nuclear GR-EGFP	Dynein transport cell count	CSM14.1 death rescue	bCat nuc transl	bCat nuc transl cell count 5 µM	M17LAP inhibition	K1F lysis inhibition
Cc1ccc(CNC(=O)CN2CCCC(C)C2)cc1 (stereo unspecified)	0.48	881	-1%	i	-27	1.6	0.8	5.6	-0.44	-0.23	-0.074	0.96	-0.9%	x	x	9%	-0.3%
CC(=O)N(C)c1ccc(NC(=S)Nc2ccc(C(C)C)cc2)cc1	0.62	1501	3%	i	-14	1.5	1.2	12	-0.53	-0.19	-0.18	0.82	-1.6%	-6.2	1135	7%	0.3%
CC(C)C(=O)Nc1nnc(CCN2CCOCC2)s1	-0.15	935	9%	i	-1	0.8	1.3	8.9	-0.12	0.21	0.12	-1.1	2.3%	x	x	13%	0.1%
Cc1cc(NC(=O)c2ccc3c(c2)C(=O)N(C)C3=O)no1	x	x	-6%	i	-1	2.8	1.1	2.1	0.91	-0.15	1.2	0.78	1.9%	0.4	1080	5%	-0.1%
O=C1CCCN1CCCNc1ncnc2sccc12	-0.94	1347	7%	i	-9	3.0	2.4	3.2	0.076	-0.35	0.34	-0.26	-0.8%	0.9	1063	11%	0.8%
COc1ccc(-c2c(C)n([O-])c(C)c(C)[n+]2=O)cc1OC	0.86	1243	0%	i	11	4.3	1.6	0.2	-0.23	-0.23	0.074	-0.15	0.6%	-5.6	941	-2%	0.2%
Cc1cc(C(=O)CN2C(=O)C3CC=CCC3C2=O)c(C)n1-c1ccccc1 (stereo unspecified)	-0.22	960	7%	i	5	3.1	2.6	5.9	1.7	-0.13	1.8	-1.3	-0.6%	-3.1	793	2%	0.1%
O=C(CSc1nc2cc(Cl)ccc2o1)NCCc1ccccc1	0.28	1524	-5%	i	9	2.9	1.2	3.4	0.17	-0.32	0.22	0.26	-0.4%	0.4	1372	-12%	1.8%
CCN(CC)S(=O)(=O)c1ccc(C(=O)NCc2n[nH]c(=S)n2Cc2ccccc2)cc1	1.1	1507	11%	i	6	4.2	3.2	5.5	-0.0094	-0.22	0.089	-0.18	-1.6%	2.5	1328	-7%	-1.4%
CCN(CC)S(=O)(=O)c1ccc(Cc2ncc(C(F)(F)F)cc2Cl)s1	-0.39	868	2%	i	-2	1.9	1.7	9.0	-0.065	0.86	-0.15	-1.5	0.3%	x	x	-13%	-1.0%
Cc1ccc(C2/C(=C(/O)c3ccc(Cl)cc3)C(=O)C(=O)N2CC2CCCO2)o1 (stereo unspecified)	-0.43	1503	14%	i	4	1.5	1.0	3.0	-0.31	-0.2	-0.24	0.08	-1.1%	-1.3	1370	22%	0.1%
CCCc1cc(=O)oc2cc(OCc3cccc(OC)c3)c(Cl)cc12	-0.37	1099	4%	i	-3	2.7	3.9	7.8	1.4	-0.038	0.82	-1.5	-1.6%	0.1	1144	-7%	0.4%
